Calb biofilm kill: kills Candida albicans biofilms; 85,000 compounds, 0.14% hits; C. albicans biofilm + clotrimazole, Alamar Blue; inhibition, % at 6 µM; AID 834;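 active = inhibition above 20%; inactive = inhibition below 20%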;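 also: preformed 24 hr biofilms exposed to compound for 48 hr; 0% = biofilm without compound and 100% = blank killed by clotrimazole plus chlorhexidine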
sEH activator: soluble epoxide hydrolase (human) activation | purified human sEH enzymatic activity, activator screen | activation, % at 2 µM | 91,000 compounds, 0.04% hits | AID 717; in the data active = activation above about 37%; also: values of inactives mirror those of a sister screen read the other way
HUVEC tox IL1B: HUVEC cytotoxicity counter-screen, IL-1B stimulated; HUVEC cell count loss, Hoechst imaging; cell count reduction, % at 2 µM; 94,000 compounds, 0.41% hits;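 active = cell count reduction more than 3 SD above the screen-wide mean, cut at about 70% in these data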;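 also: normalized per plate to untreated control cells as the no-loss baseline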
Smad3 FoxH1 inh: Smad3 (human) transcription factor binding inhibition | TR-FRET Smad3/Dy647-FoxH1 peptide binding, europium anti-His | inhibition, % at 25 µM | P84022 | 88,000 compounds, 0.29% hits;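 active = compounds that reduce the energy-transfer binding signal between the protein and its labelled peptide by more than half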;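 also: 0% = Smad3 plus labelled peptide maximal FRET and 100% = peptide-only background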
Target sequence (P84022 whole entry, looked up): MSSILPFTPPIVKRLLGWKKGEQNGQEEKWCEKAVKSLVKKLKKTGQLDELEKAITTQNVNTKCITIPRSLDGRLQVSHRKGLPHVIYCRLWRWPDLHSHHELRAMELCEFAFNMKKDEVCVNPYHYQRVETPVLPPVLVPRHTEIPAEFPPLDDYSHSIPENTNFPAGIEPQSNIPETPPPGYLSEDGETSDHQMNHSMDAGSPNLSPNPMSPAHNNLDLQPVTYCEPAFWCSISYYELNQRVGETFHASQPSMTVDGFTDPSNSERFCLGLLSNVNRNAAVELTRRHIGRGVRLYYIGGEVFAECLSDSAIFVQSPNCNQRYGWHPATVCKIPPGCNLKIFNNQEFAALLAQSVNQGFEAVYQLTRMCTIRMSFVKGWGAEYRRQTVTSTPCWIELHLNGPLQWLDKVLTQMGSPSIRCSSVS
sEH inh: soluble epoxide hydrolase (human) inhibition. P34913. recombinant human sEH enzymatic activity assay. inhibition, % at 2 µM. 91,000 compounds, 0.34% hits. AID 707; in the data active = inhibition above about 80%; also: values of inactives mirror those of a sister screen read the other way; many of its hits are not listed in these tables
cytoskel mod: cytoskeleton assembly modification | HUVEC TNFa F-actin phalloidin imaging, high content | inhibition, % at 2 µM | 91,000 compounds, 0.18% hits | AID 836;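 active = inhibition above the batch mean plus 3 SD and confirmed as a hit by visual image inspection, cut at about 30% in these data, passing the limit was not always enough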; also: strong numbers were not always called active
ERb SRC1 inh: ER-beta (human) coactivator binding inhibition; TR-FRET ER-beta LBD / SRC1-Cy5 peptide binding; receptor agonist-loaded with 1 µM estradiol; Q92731; inhibition, % at 25.6 µM; 86,000 compounds, 1.3% hits;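 active = compounds whose percent inhibition of the receptor-coactivator binding signal exceeds about 50% in the single-dose screen, limit read from the data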;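 also: 0% = receptor plus peptide wells without compound and 100% = peptide-only wells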
Target sequence (Q92731 whole entry, looked up, the tested form may be a part): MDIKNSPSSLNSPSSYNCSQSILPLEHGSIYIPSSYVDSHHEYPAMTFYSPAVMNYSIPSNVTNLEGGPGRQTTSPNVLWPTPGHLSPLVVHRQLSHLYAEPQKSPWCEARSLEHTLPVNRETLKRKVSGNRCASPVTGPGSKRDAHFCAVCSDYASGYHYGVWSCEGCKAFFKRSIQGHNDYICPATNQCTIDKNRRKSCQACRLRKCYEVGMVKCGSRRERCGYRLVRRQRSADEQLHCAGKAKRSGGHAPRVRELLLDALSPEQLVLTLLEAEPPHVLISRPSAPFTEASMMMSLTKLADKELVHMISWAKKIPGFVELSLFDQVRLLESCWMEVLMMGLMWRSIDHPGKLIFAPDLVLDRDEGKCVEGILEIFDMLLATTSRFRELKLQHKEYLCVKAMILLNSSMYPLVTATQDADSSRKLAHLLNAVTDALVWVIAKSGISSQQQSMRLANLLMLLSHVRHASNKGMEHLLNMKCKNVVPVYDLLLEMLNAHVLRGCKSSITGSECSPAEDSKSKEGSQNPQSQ
TNFa cytotox: HUVEC cytotoxicity counter-screen, TNF alpha stimulated | cell count reduction, % at 2 µM | 93,000 compounds, 0.17% hits | HUVEC TNFalpha-stimulated, Hoechst cell count, imaging;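 active = cell count reduction exceeding the screen mean by over 5 SD, scaled to untreated wells per plate, cut at about 78% in these data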;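 also: cells counted after 24 h of TNF alpha exposure following the 1 h pretreatment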
VCAM1 TNFa inh: reduces TNF alpha induced VCAM1 expression in HUVEC | AID 802 | HUVEC TNFa-induced VCAM-1 immunofluorescence, high-content imaging | inhibition, % at 2 µM | 95,000 compounds, 0.48% hits;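 active = inhibition above the batch mean plus 3 SD, with images confirmed as a hit by eye, cut at about 37% in these data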;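 also: 0% = TNF-stimulated DMSO wells and 100% = unstimulated control wells; not every result past the cut was called active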
The depositor's hits bear a star; · = no result given; [ ] = another dose, or the depositor's remark.

Results follow in this order: Calb biofilm kill	sEH activator	HUVEC tox IL1B	Smad3 FoxH1 inh	sEH inh	cytoskel mod	ERb SRC1 inh	TNFa cytotox	VCAM1 TNFa inh
#1 Cc1ccc(C(=O)N(c2ccccn2)C(C)c2ccco2)cc1 (stereo unspecified)
 : 6	9	6	-3	-10	8	-7	4	24
#2 COc1ccc(OC)c(N(CC(=O)N2CCCC2)S(=O)(=O)c2ccc(OC)c(OC)c2)c1
 : 6	-9	9	-10	11	-10	-1	-27	12
#3 Cc1ccc(-n2c(Cc3cccs3)nnc2SCC(=O)OC(C)C)cc1
 : 3	19	50	11[fluorescence artefact?]	-20	-37	5	2	-5
#4 CCC(=O)c1ccc(N2CCN(C(=O)Cc3ccccc3)CC2)c(F)c1
 : 5	-9	6	-14	13	2	-4	-8	6
#5 COc1ccc(CNC(=O)CCc2nc(-c3ccccc3F)no2)c(OC)c1
 : 5	-13	-10	-6	13	-14	-8	-4	2
#6 Cc1nn(-c2ccccn2)c2c1-c1nc(N)ncc1CC2
 : 1	8	-19	15	-9	-36	-11[fluorescence artefact?]	-20	-17
#7 Cc1nc(NC2=NCN(CCc3ccccc3)CN2)nc2c(C)cccc12
 : 4	4	-15	0	-2	-4	8	10	14
#8 COC(=O)Cn1ncn2c(cc3oc(C)cc32)c1=O
 : 5	8	-2	0	-6	-13	-11[fluorescence artefact?]	4	7
#9 COc1cc(/C=N/NC(=O)c2cccs2)ccc1OCc1ccccc1
 : 3	-6	-14	-13	9	-20	0	14	-7
#10 COc1cc(OC)c2c(c1)C(=O)c1cc(OC)cc(OC)c1C2=O
 : ·	5	-38	·	-2	23	·	1	3
#11 CC1(C)NC(=O)N(CCOCCOc2c(Cl)cc(Cl)cc2Cl)C1=O
 : 3	4	-15	7	-5	-5	-1[fluorescence artefact?]	6	28
#12 O=C1/C(=C\Nc2ccc(Cl)cc2)CCN1c1ncccn1
 : ·	-7	-14	·	9	-5	·	7	-1
#13 CC(C)(C)NC(=O)Cn1c(SCC(N)=O)nc2ccccc21
 : 2	19	-15	0	-17	-8	4	-13	1
#14 CCN(CC(=O)Nc1ccc2c(c1)OCCO2)Cc1cc(=O)oc2cc(C)c(C)cc12
 : 5	-7	-23	16	7	2	0	-12	-59
#15 CC(=O)Nc1c(O)nc(SCC(=O)Nc2sc3c(c2C#N)CCCCCC3)[nH]c1=O
 : 1	1	4	4	0	0	-23	-5	1
#16 CC(=O)c1cccc(NC(=O)C2CCCCC2)c1
 : ·	-6	21	2	5	11	-34	-29	-4
#17 CN(C)/C=C(/C(=O)c1ccc(Cl)cc1Cl)S(=O)(=O)c1ccccc1
 : ·	8	-52	·	-11	2	·	-3	-14
#18 Cc1ccc(S(=O)(=O)Nc2c(C)n(C)n(-c3ccccc3)c2=O)cc1
 : 2	-6	-4	-4	0	-5	1[fluorescence artefact?]	-19	4
#19 CCn1[nH]c(=O)c(=Nc2c(C)n(C)n(-c3ccccc3)c2=O)cc1-c1ccc(Cl)cc1
 : 7	-20	-1	14[fluorescence artefact?]	22	-9	-34	-48	4
#20 CC(=O)Oc1ccc(C)cc1-n1nc2ccccc2n1
 : 7	3	12	1	-1	6	5	-2	15
#21 CCCc1ccc(Oc2cn[nH]c2-c2ccc(O)cc2O)cc1
 : ·	9	-29	-3	-8	-2	3	-22	11
#22 O=C(NC(c1ccccc1)c1ccccc1)C1CCCN(S(=O)(=O)c2cnc[nH]2)C1 (stereo unspecified)
 : 7	·	-2	-1	·	9	-7	-31	6
#23 O=C(Nc1ccc(F)cc1F)c1ccc(COc2c(F)c(F)cc(F)c2F)o1
 : -1	-24	89*	6	28	6	6	-10	-1
#24 Clc1ccc(CSc2ncn[nH]2)cc1
 : ·	-1	4	-2	2	·	3	-20	8
#25 CS(=O)(=O)N1CCC(C(=O)NCc2ccncc2)CC1
 : 3	17	-26	-5	-18	-16	-2	-9	12
#26 O=C(CSc1nc2c(sc3ccccc32)c(=O)n1Cc1ccccc1)NCC1CCCO1 (stereo unspecified)
 : -2	-2	-27	11	-1	16	5	-13	-2
#27 CCCCCCCCC(=O)N/N=C/c1cccc(Br)c1
 : ·	-79	-46	·	80	-32	·	3	21
#28 COc1ccc(C2C(C(=O)N3CCOCC3)CCC(=O)N2c2ccc(OC)cc2)cc1 (stereo unspecified)
 : 3	23	-79	14	-23	20	-2[fluorescence artefact?]	-9	4
#29 COc1cc(-c2nnc(SCc3cc(=O)oc4cc(C)ccc34)o2)cc(OC)c1OC
 : 6	15	11	13	-17	-10	7	-3	0
#30 Cc1ccc(NCN2C(=O)c3ccccc3C2=O)c(C)c1
 : 5	-1	-79	4	0	14	3	-21	13
#31 COc1ccccc1C(=O)N1CCc2ccccc21
 : 4	2	3	9	2	7	-3	23	-3
#32 CCOc1ccc(NC(=O)c2nn(C)cc2Br)cc1
 : 2	-4	9	-2	4	7	4[fluorescence artefact?]	-18	4
#33 Cc1cc(=O)[nH]c(SCC2COC3(CCCCC3)O2)n1 (stereo unspecified)
 : -3	-8	-14	-9	9	35	-2[fluorescence artefact?]	-28	3
#34 COc1cccc(NC(=O)CN2CCC(C)CC2)c1
 : -1	2	-57	-7	0	2	-3	-17	16
#35 CCN(CC)CCn1c2ccc(F)cc2c2nc(C)sc21
 : 7	-8	-16	-4	8	14	-9	-26	-13
#36 COc1cc(NC(=O)c2ccc(C)cc2)c(OC)cc1NC(=O)CN1CCCCC1
 : -7	9	-14	-4	-10	14	10[fluorescence artefact?]	-4	16
#37 COC(=O)c1c(NC(=O)c2ccc(Br)o2)sc(C)c1C
 : 1	·	5	-3	·	21	-3	-48	7
#38 O=C1C(=Cc2cccn2-c2ccc(O)cc2)C(=O)c2ccccc21
 : ·	13	2	·	-13	-20	·	14	14
#39 CCN(CC)c1nc(C)c(C(C)=O)cc1C#N
 : 5	-7	-4	7	7	7	-4	-20	14
#40 COc1ccc(-c2nc(C#N)c(N3CCCCCC3)o2)cc1
 : 4	5	-15	11	-7	-8	-11	6	-18
#41 CCOc1ccc2sc(NS(=O)(=O)c3ccc(OC)c(OC)c3)nc2c1
 : 6	-4	-51	23	2	2	-10	-31	-61
#42 Cc1ccc(SCC(=O)Nc2cccc(C(=O)NC(C)(C)C)c2)cc1
 : ·	1	-13	·	2	-1	·	-8	2
#43 Cc1nc(NC(=O)c2ccc(F)cc2)nc2cc3c(cc12)OCO3
 : ·	-8	-17	·	9	10	·	-3	7
#44 O=C(Nc1ccc2c(c1)OCO2)N1CCN(c2ncc(C(F)(F)F)cc2Cl)CC1
 : 6	-46	8	14	46	-7	2[fluorescence artefact?]	8	10
#45 CCOC(=O)N1CCN(C(=O)C2CCCN(S(=O)(=O)c3ccccc3)C2)CC1 (stereo unspecified)
 : 1	-4	54	11[fluorescence artefact?]	2	-1	-22[fluorescence artefact?]	-12	-14
#46 O=C(CSc1nnc(-c2ccccc2Cl)n1Cc1ccco1)Nc1ccc2c(c1)OCCO2
 : 1	-8	-8	6	12	9	-7	-18	17
#47 CCN(CC)S(=O)(=O)c1ccc(N(C)Cc2cccnc2)nc1
 : 1	3	-68	-8	-4	1	3	-3	-6
#48 COc1ccccc1N1CCN(C(=O)c2cc3sccc3n2C)CC1
 : 5	-4	-16	0	5	-18	-18	23	-5
#49 CCCS(=O)(=O)n1nc(-c2ccc(OC)cc2)cc1N
 : 9	-6	18	-4	4	-6	-1	57	10
#50 O=C(Cn1cccc1)Nc1ccc(F)cc1F
 : 4	-9	10	6	10	-11	-12	-24	14
#51 CC1Cc2ccccc2N1C(=O)c1cccnc1 (stereo unspecified)
 : 7	0	-114	8	-5	-9	1	-3	0
#52 O=C1CN(C(=O)COC(=O)C2CCN(S(=O)(=O)c3ccccc3C(F)(F)F)CC2)c2ccccc2N1
 : ·	-6	-7	·	9	2	·	-13	-9
#53 S=C1NC(c2ccccc2)=NCN1c1ccccc1
 : ·	-5	-11	·	5	14	·	-14	1
#54 COC(=O)CSc1nnc(-c2ccc(OC)cc2OC)o1
 : 0	6	-28	-1	-6	2	3	-20	12
#55 CCC(=O)Nc1nc2ccc(NC(C)=O)cc2s1
 : ·	13	10	10[fluorescence artefact?]	-14	14	-3	-30	4
#56 C=CCNC(=O)CCCC(=O)NCC=C
 : -4	10	-8	-1	-4	10	-2	-21	8
#57 COc1ccc2c(-c3ccccc3)cc(=O)[nH]c2c1
 : ·	-12	-2	·	14	-5	·	8	8
#58 CC1CCN(S(=O)(=O)c2csc(C(=O)Nc3ccccc3)c2)CC1
 : 2	-21	-43	-4	22	-19	-8	-10	-13
#59 S=C(Nc1ccc(Cl)cc1Cl)NC1CCCCC1
 : ·	-25	-30	·	25	-16	·	-2	6
#60 O=C(CSc1nnnn1Cc1ccccc1)NCC(=O)c1ccccc1
 : -2	1	-8	6	-3	-7	34[fluorescence artefact?]	-9	10

Record cards, from the list above. Screens in order: Calb biofilm kill, sEH activator, HUVEC tox IL1B, Smad3 FoxH1 inh, sEH inh, cytoskel mod, ERb SRC1 inh, TNFa cytotox, VCAM1 TNFa inh
COc1cc(OC)c2c(c1)C(=O)c1cc(OC)cc(OC)c1C2=O is listed as ·, 5, -38, ·, -2, 23, ·, 1, 3
Cc1ccc(-n2c(Cc3cccs3)nnc2SCC(=O)OC(C)C)cc1 is listed as 3, 19, 50, 11[fluorescence artefact?], -20, -37, 5, 2, -5
COc1cc(NC(=O)c2ccc(C)cc2)c(OC)cc1NC(=O)CN1CCCCC1 is listed as -7, 9, -14, -4, -10, 14, 10[fluorescence artefact?], -4, 16

The listing picks up with the two entries that preceded the break.
Results follow in this order: Calb biofilm kill	sEH activator	HUVEC tox IL1B	Smad3 FoxH1 inh	sEH inh	cytoskel mod	ERb SRC1 inh	TNFa cytotox	VCAM1 TNFa inh
#59 S=C(Nc1ccc(Cl)cc1Cl)NC1CCCCC1
 : ·	-25	-30	·	25	-16	·	-2	6
#60 O=C(CSc1nnnn1Cc1ccccc1)NCC(=O)c1ccccc1
 : -2	1	-8	6	-3	-7	34[fluorescence artefact?]	-9	10
#61 Cc1sc(-n2c(C)cc(/C=N/n3cnnc3)c2C)c(C#N)c1C
 : 5	6	0	2	-6	-24	-8	-35	7
#62 CCOC(=O)Nc1ccc2c(c1)N(C(=O)N1CCN(C)CC1)c1ccccc1S2
 : 1	-3	10	9	3	-1	-3[fluorescence artefact?]	-33	-40
#63 C=C(C)C(C)(C#CCN1CCCC1)OC(C)=O (stereo unspecified)
 : 4	9	-22	7	-6	7	-2	2	20
#64 COc1ccc(-c2nnc(SCC(=O)N3CCCC3)o2)cc1OC
 : 4	-4	-17	7	8	·	-28	·	·
#65 Cc1ccc(C(=O)NC2CCN(C(=O)NC3CCCCC3)CC2)cc1
 : 5	-19	-2	1	19	13	0	3	-18

Assay outcomes from PubChem.

These rows are one share of the data. The share of hits here may be higher or lower than overall.
